DUSP3 inh: blocks the human dual specificity phosphatase VHR1. recombinant VHR phosphatase, colorimetric substrate read-out. inhibition, % at 20 µM. hit rate 0.7% among 50,000. AID 1992; in the data active = inhibition above about 60%; note: some results filed as inactive read as strong as hits
Target sequence (P51452 whole entry, looked up): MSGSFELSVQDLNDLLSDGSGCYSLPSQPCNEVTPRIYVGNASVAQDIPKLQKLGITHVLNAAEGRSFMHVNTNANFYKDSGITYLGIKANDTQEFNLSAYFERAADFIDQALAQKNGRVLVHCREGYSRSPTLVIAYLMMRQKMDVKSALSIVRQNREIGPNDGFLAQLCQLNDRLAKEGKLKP
The depositor's hits bear a star.

SMILES | DUSP3 inh
CN1/C(=C\C(=O)Nc2ccccc2Br)c2ccccc2CC1(C)C | -21
FC(F)(F)c1ccc(/C=N/N2CCN(Cc3ccc(Cl)cc3)CC2)cc1 | -11
CCOC(=O)c1c(C)n(CCc2ccccc2)c2ccc(O)cc12 | -12
C=CCc1ccccc1OCc1nnc(N)s1 | -1
COc1ccccc1OCCSc1nc2ccccc2c(=O)[nH]1 | -16
CCOC(=O)C1=C(c2ccccc2)N=c2s/c(=C\c3ccc[nH]3)c(=O)n2C1c1cc(OC)ccc1OC (stereo unspecified) | -7
O=c1oc(-c2cccc([N+](=O)[O-])c2)nc2ccc(Br)cc12 | -8
COc1ccc(-c2cc(C(=O)Nc3nc(-c4ccccc4)c(C)s3)c3ccccc3n2)c(OC)c1 | 13
COc1cccc(NC2=NS(=O)(=O)c3ccccc32)c1 | -22
Cc1ccc(C2OC3(C(=O)c4ccccc4C3=O)C(c3cccc(Cl)c3)C23C(=O)c2ccccc2C3=O)cc1 (stereo unspecified) | -17
COC(=O)c1ccccc1-c1ccc(/C=c2\sc3nc4ccccc4n3c2=O)o1 | -17
COc1ccc(NC(=O)c2c(NC(=O)c3ccccc3)sc3c2CCCC3)cc1 | -14
Cc1ccc(S(=O)(=O)NC(=O)Nc2cc(C(C)C)c(O)c(C(C)C)c2)cc1 | 23
CCCOC(=O)C(C(=O)OCCC)=C(N)C(Cl)(Cl)Cl | -32
Cc1cc(C)n(-c2ncnc3sc(C)c(C)c23)n1 | -8
O=C(CC(c1ccccc1)c1ccccc1)N1CCN(Cc2ccccc2)CC1 | -7
Cc1cc(OCC(N)=O)ccc1Cl | -11
OCCN(CCO)c1ccc(C(c2ccc(Cl)cc2)c2ccc(N(CCO)CCO)cc2)cc1 | 2
COCCN1C(=O)C(=O)/C(=C(/O)c2ccccc2)C1c1ccc([N+](=O)[O-])cc1 (stereo unspecified) | 5
COc1ccccc1NC(=O)Nc1ncccc1C | -10
Cc1cccc(N2C(=O)c3ccc(-c4nc5ccccc5c(=O)o4)cc3C2=O)c1C | 2
CCOc1cccc(-c2cc(C(=O)N3CCc4ccccc43)c3ccccc3n2)c1 | -4
Cc1ccc(-c2ccc(-c3nnc(N)o3)s2)s1 | -35
O=C1/C(=C/c2cccs2)SC(=S)N1CCC(=O)N1c2ccccc2Sc2ccc(Cl)cc21 | -15
COCCN1C(=O)/C(=C\c2ccc(N(C)C)cc2)C(C(=O)OC)=C1C | 21
CCCC12C(=O)C(C)(C(c3ccccc3)=C1c1ccccc1)C1C(=O)N(c3cccc(Cl)c3)C(=O)C12 (stereo unspecified) | -26
CC1=C(C#N)C(=O)NC(=O)/C1=C\c1ccc(-c2cccc(Cl)c2)o1 | -2
CCOc1ccccc1N(CC(=O)Nc1cc(OC)ccc1OC)S(=O)(=O)c1ccccc1 | -10
COC(=O)C1(S(=O)(=O)c2ccc(Cl)cc2)CC1 | -18
O=C(c1cc(F)c(F)cc1Cl)N1CCCC1 | 8
Cc1ccc(OCCNC(=O)c2ccccc2F)cc1 | 0
O=C(Nc1ccccc1C1CC1)c1ccccc1 | -1
O=C(Nc1ccncc1)c1ccc2c(c1)OCCO2 | -6
CCn1c2ccccc2c2ccc(/C=N/NC(=O)c3ccc(O)cc3O)cc21 | 16
O=C(COc1ccccc1Cl)Nc1cc(Cl)ccc1C(=O)O | -16
CC(=O)N1c2ccccc2NC2=C(C(=O)CC(c3ccccc3)C2)C1c1ccccc1Cl (stereo unspecified) | 16
O=C(O)C1CC=CCC1C(=O)N1CCN(c2ccc(F)cc2)CC1 (stereo unspecified) | 10
C/C(=N/NC(=O)c1cccnc1)c1cc(O)ccc1O | -18
CC(C)(C)C1CCc2c(sc(NC(=O)c3ccccc3)c2C(N)=O)C1 (stereo unspecified) | 4
COc1ccc(NC(=O)c2ccc(CN(c3cc(Cl)ccc3C)S(=O)(=O)c3ccccc3)cc2)c(OC)c1 | -11
O=C(NCCCN1CCOCC1)NC1CCCCC1 | 9
Cc1ccccc1NC(=O)c1c(NC(=O)c2ccc([N+](=O)[O-])cc2)sc2c1CCCC2 | -15
COc1ccc(C2NC(=S)NC(C)=C2C(=O)Nc2ccccc2Cl)cc1 (stereo unspecified) | -6
CCOc1ccccc1OCCCCN1CCCC1 | 7
COc1cc(CN2CCN(C(=O)CC(C)C)CC2)cc(OC)c1 | 8
Cc1cc(/C=N/NC(N)=S)c(C)n1-c1ccc(Cl)cc1 | 3
CCCC(=O)NC(c1ccc(OC)c(OC)c1)c1c(OC(C)=O)ccc2ccccc12 (stereo unspecified) | 2
O=C(Nc1ccc([N+](=O)[O-])cn1)c1cccnc1 | 4
Cc1csc(NC(=O)c2ccc(Cl)c([N+](=O)[O-])c2)n1 | -28
COc1ccccc1NC(=O)Nc1cccnc1 | -20
O=C(O)c1cc2cc(OCc3ccccc3)c(OCc3ccccc3)cc2o1 | -29
COc1cc(NC(=O)COc2ccc(F)cc2)c(OC)cc1NC(C)=O | -1
O=C(Nc1ccccc1[N+](=O)[O-])c1c(-c2cnc3ccccc3c2C(=O)Nc2ccccc2[N+](=O)[O-])cnc2ccccc12 | 3
CCc1ccccc1NC(=O)C(=O)NCCc1ccc(OC)c(OC)c1 | -4
CC(=O)C1=C(c2ccccc2)S/C(=C2/C(=S)C(C)(C)Nc3ccccc32)S1 | -7
COC(=O)/C(=C/C(=O)c1ccc(C)cc1)Nc1ccc(Br)cc1 | -13
COc1ccccc1N1C(=O)c2ccc(C(=O)c3ccc4c(c3)C(=O)N(c3ccccc3OC)C4=O)cc2C1=O | -16
O=C1CN(S(=O)(=O)CCOc2ccccc2)CC(=O)N1CCOc1ccccc1 | 5
CC(=O)N1c2ccc3ccccc3c2C2C=CCC2C1c1ccc(Br)cc1 (stereo unspecified) | 2
O=[N+]([O-])c1cccc(S(=O)(=O)Nc2cccc(I)c2)c1 | -2

Laid out differently: results already given
| SMILES | DUSP3 inh |
| --- | --- |
| CCOc1ccccc1OCCCCN1CCCC1 | 7 |
| COc1cc(CN2CCN(C(=O)CC(C)C)CC2)cc(OC)c1 | 8 |
| Cc1cc(/C=N/NC(N)=S)c(C)n1-c1ccc(Cl)cc1 | 3 |
| CCCC(=O)NC(c1ccc(OC)c(OC)c1)c1c(OC(C)=O)ccc2ccccc12 (stereo unspecified) | 2 |
| O=C(Nc1ccc([N+](=O)[O-])cn1)c1cccnc1 | 4 |
| Cc1csc(NC(=O)c2ccc(Cl)c([N+](=O)[O-])c2)n1 | -28 |
| COc1ccccc1NC(=O)Nc1cccnc1 | -20 |
| O=C(O)c1cc2cc(OCc3ccccc3)c(OCc3ccccc3)cc2o1 | -29 |
| COc1cc(NC(=O)COc2ccc(F)cc2)c(OC)cc1NC(C)=O | -1 |
| O=C(Nc1ccccc1[N+](=O)[O-])c1c(-c2cnc3ccccc3c2C(=O)Nc2ccccc2[N+](=O)[O-])cnc2ccccc12 | 3 |
| CCc1ccccc1NC(=O)C(=O)NCCc1ccc(OC)c(OC)c1 | -4 |
| CC(=O)C1=C(c2ccccc2)S/C(=C2/C(=S)C(C)(C)Nc3ccccc32)S1 | -7 |
| COC(=O)/C(=C/C(=O)c1ccc(C)cc1)Nc1ccc(Br)cc1 | -13 |
| COc1ccccc1N1C(=O)c2ccc(C(=O)c3ccc4c(c3)C(=O)N(c3ccccc3OC)C4=O)cc2C1=O | -16 |
| O=C1CN(S(=O)(=O)CCOc2ccccc2)CC(=O)N1CCOc1ccccc1 | 5 |
| CC(=O)N1c2ccc3ccccc3c2C2C=CCC2C1c1ccc(Br)cc1 (stereo unspecified) | 2 |
| O=[N+]([O-])c1cccc(S(=O)(=O)Nc2cccc(I)c2)c1 | -2 |

(list continues)
SMILES | DUSP3 inh
O=C(NC(=S)Nc1ccc(NC(=O)c2ccco2)c(Cl)c1)c1ccc(Cl)cc1 | 3
CCCCOC(=O)c1cccc(NC(=O)COc2ccc(C)cc2C)c1 | -2
O=c1cccc(-c2ccc(Br)cc2)o1 | 4
Cc1cc(C)c(NC(=O)c2c(-c3ccccc3Cl)noc2C)c(C)c1 | -18
NS(=O)(=O)c1ccc(-c2ccc(/C=c3/sc4nc5ccccc5n4c3=O)o2)cc1 | 15
COc1ccc2occ(C(=O)c3ccccc3)c2c1 | -4
O=C1CC(N2CCC(Cc3ccccc3)CC2)C(=O)N1c1ccc(F)cc1 (stereo unspecified) | -2
C#CCSc1nc2sc3c(c2c(=O)[nH]1)CCCC3 | -2
COc1ccc(NC(=O)Cn2nc(C(F)(F)F)c(Cl)c2C)cc1OC | 19
Cc1ccc(Cn2c(=O)c3c(ncn3C)n(C)c2=O)cc1 | -6
Cc1ccc(C)c(S(=O)(=O)/N=C2\C=CC(=O)c3ccccc32)c1 | 28
Cc1cc(C)c(C)c(OCCCCN2CCC(C)CC2)c1 | 7
ON=C(c1nc2ccccc2[nH]1)c1nc2ccccc2[nH]1 | -20
O=C(NC(=S)Nc1ccc2oc(-c3cccc(Br)c3)nc2c1)c1ccco1 | -15
Cc1cc(C)cc(N2C(=O)NC(=O)/C(=C\c3ccc(OC(C)C)cc3)C2=O)c1 | -1
Cc1ccc(-n2ncnc2-c2cccc(Cl)c2)cc1Cl | -19
Cc1ccc(OCC(=O)Nc2cccc(C)n2)cc1 | -30
CC(C)c1ccc(C2/C(=C(\O)c3ccccc3)C(=O)C(=O)N2c2cccnc2)cc1 (stereo unspecified) | -9
O=C1CCNc2c(Cl)cc(Cl)cc21 | -10
Cc1c(Cc2ccccc2)c(=O)oc2cc(OCc3ccc([N+](=O)[O-])cc3)ccc12 | 10
CCCCOc1ccc(-c2nc(-c3ccc(C)cc3)no2)cc1 | -1
CCOC(=O)c1c(NC(=O)c2ccc([N+](=O)[O-])cc2)sc2c1CCCCC2 | -23
O=C(N/N=C\c1ccc(OC(=O)c2cccc3ccccc23)cc1)c1ccc(Br)cc1 | -43
COc1cccc(C(=O)Nc2ccc(-c3cnc(-c4ccc(NC(=O)c5cccc(OC)c5)cc4)nc3)cc2)c1 | 25
CCOc1cc(C(=O)Nc2cccc(C(C)=O)c2)cc(OCC)c1OCC | -11
NC(=O)C1CCN(C(=O)c2ccc(Cl)cc2)CC1 | -22
Cc1cc(C)c2oc(-c3ccc(NC(=O)c4cc5ccccc5oc4=O)cc3)nc2c1 | 4
Cc1ccc(CO/N=C(\N)c2nonc2N)c(C)c1 | -11
COc1cc(CN2CCN(Cc3cccc(Cl)c3)CC2)cc(OC)c1 | 7
CC(=O)C1=C(Nc2ccccc2)CC(C)(O)C(C(C)=O)C1c1ccccc1F (stereo unspecified) | -2
CC(C)(C)c1ccc(OCCOc2ccccc2C=C2C(=O)NC(=O)NC2=O)cc1 | -25
COc1cc(NC(=O)c2cc3nc(-c4cccs4)cc(C(F)(F)F)n3n2)cc([N+](=O)[O-])c1 | -12
CCCOc1ccc(CSc2nncn2N)cc1 | 0
C=CCc1cccc2cc(C(=O)Nc3cccc(C(C)=O)c3)c(=O)oc12 | -28
Cc1cn(S(=O)(=O)c2ccc(Br)cc2)cn1 | 2
COc1ccccc1NC(=O)c1cc(-c2ccc(C)cc2C)nc2ccccc12 | -28
O=C(c1ccc(Cl)cc1)c1ccc2c(c1)CCCO2 | -12
COc1cc(C(=O)O)c(-n2c(C)ccc2C)cc1OC | 12
O=C(Nc1ccc2nc(SCc3ccccc3)sc2c1)c1ccccc1 | -4
CCOc1ccc(C(=O)Nc2ccc3nn(-c4ccc(OCC)cc4)nc3c2)cc1 | 3
CCCCOC(C)n1ccc(=O)[nH]c1=O (stereo unspecified) | -10
COc1ccc(/C=C2/SC(=S)N(CC(=O)Nc3ccc(O)cc3)C2=O)cc1OC | 9
CCN1C(=O)/C(=C\c2ccco2)SC1=S | -6
Cc1cc(C)c(OCCCN2CCCC2)c(Cl)c1 | 0
COc1cc(/C=N/NS(=O)(=O)c2ccc(Cl)cc2)cc(OC)c1OC | 1
O=C1C(Cl)=C(NCCc2ccccc2)C(=O)N1c1ccccc1 | -27
Cc1ccc(C(=O)c2ccc(Br)cc2)cc1S(=O)(=O)Nc1ccc(Cl)cn1 | 5
Cc1cccc(N2C(=O)C(=O)/C(=C(\O)c3ccccc3)C2c2ccc([N+](=O)[O-])cc2)c1 (stereo unspecified) | -18
NC1=NC(=O)/C(=C/c2cccc(OCc3cccc4ccccc34)c2)S1 | -6
COC(=O)c1ccc(/C=N/NC(=O)CSc2nnc(-c3ccccc3)n2-c2ccccc2)cc1 | 7
CCOc1ccc2ccccc2c1C=C1C(=O)NC(=S)NC1=O | 102
N=C1S/C(=C\c2ccc(-c3cccc(C(=O)O)c3)o2)C(=O)N1c1ccc2c(c1)OCO2 | 9
COc1ccc(-c2nc(SCC(=O)c3ccccc3)n[nH]2)cc1 | 11
CC1=C(C(=O)Nc2ccc(Cl)cc2)C(c2ccc(Br)cc2)NC(=S)N1 (stereo unspecified) | -26
CCOC(=O)c1c(C)oc2c(CN(C)C)c(Br)c(OC)c(O)c12 | -13
COc1cc2c(cc1OC)CC1(CCCC1)N=C2 | -19
COc1ccc(CC(=O)NNC(C)=O)cc1OC | -14
O=C(COc1ccc(I)cc1)Nc1ccc2c(c1)oc1ccccc12 | 5
COc1ccc2oc(=O)c(C(C)=O)cc2c1 | -2
Cc1ccccc1CNC(=O)CN(c1cccc([N+](=O)[O-])c1)S(=O)(=O)c1ccccc1 | 0
(cont.)
SMILES | DUSP3 inh
CN(C(=O)COc1ccc2ccccc2c1)c1ccccc1 | -2
Cc1ccc(OCc2nnc(NC(=O)Nc3ccc(Cl)cc3)s2)c(C)c1 | -17
CCOc1ccc(N2C(=O)/C(=C/c3ccc(C)o3)C(=O)NC2=S)cc1 | 23
CCCCCCCNc1ccc(NC(=O)c2ccccc2)c2c1C(=O)c1ccccc1C2=O | -15
CCC1CCCCN1S(=O)(=O)c1ccc(C)c(C)c1 (stereo unspecified) | -4
O=C(COc1ccc2ccccc2c1)NCc1ccc(Cl)cc1 | 2
O=C(Nc1cc(Cl)ccc1Cl)c1ccc(Cl)c(Cl)c1 | -26
O=C(c1ccc(OCc2ccccc2)cc1)N1CCN(c2ccc([N+](=O)[O-])cc2)CC1 | -24
CCOc1cc(/C=N\NC(=O)CNc2ccccc2C)cc(I)c1O | 3
Cc1ccc(S(=O)(=O)NC(=O)N2CCc3ccccc32)cc1 | -7
CCOc1ccc2nc(SCc3ccccn3)sc2c1 | 1
CCOCCOC(=O)C1=C(C)NC2=C(C(=O)CCC2)C1c1ccccc1Cl (stereo unspecified) | -4
CN(C)CCNC(=O)/C(=N\O)c1ccccn1 | 22
O=C(NCCCNc1ccc([N+](=O)[O-])cc1)c1cc(F)c(F)cc1Cl | -24

Screens deposited in PubChem by Sanford-Burnham Center for Chemical Genomics.

These rows are one share of the data; the hit share may differ from the screen's.
